TrxR1 inh: blocks rat thioredoxin reductase 1 | O89049 | Potency, µM (titrated, usually from 114 µM), for the others: at the top dose activity change, negative = inhibition, hits mostly inhibitors | recombinant rTrxR1, NADPH fluorescence consumption, selenite substrate | actives 1% (n = 390,000); further: potency means the concentration at half of the fitted maximal effect; on the % scale 0 is the no-effect control and ±100 the full control effect; nearly all actives have a fitted effect of over 65% in size
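Rat TrxR1 (90 nM in the dispensed reagent) was pre-reduced with 400 uM NADPH for 5 min at room temperature, then incubated with compound for 15 min. After 400 uM selenite was added, NADPH fluorescence (Ex 340/Em 450 nm) was followed for 8 min.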
TRHR agonist: TRH receptor (human) agonism; TRHR cells, calcium flux fluo-8, FDSS agonist mode; AID 493084; activation, % at 2 µM; P34981; actives 0.18% (n = 360,000); in the data active means activation above about 30%; further: 0% is about no effect
Target sequence (P34981 whole entry, looked up): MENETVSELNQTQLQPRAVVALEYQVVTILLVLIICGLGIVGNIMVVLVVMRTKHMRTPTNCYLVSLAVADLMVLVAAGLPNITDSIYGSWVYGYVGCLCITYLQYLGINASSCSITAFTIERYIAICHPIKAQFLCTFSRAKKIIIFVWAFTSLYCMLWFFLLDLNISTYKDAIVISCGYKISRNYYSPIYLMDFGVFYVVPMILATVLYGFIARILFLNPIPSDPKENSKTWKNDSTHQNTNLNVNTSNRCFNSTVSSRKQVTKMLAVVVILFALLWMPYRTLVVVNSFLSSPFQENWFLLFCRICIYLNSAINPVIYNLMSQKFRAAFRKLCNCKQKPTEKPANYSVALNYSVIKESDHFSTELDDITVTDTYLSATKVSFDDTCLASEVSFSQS
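Fluo-8-loaded TRHR cells; 10 s baseline, compound added, kinetic Ca2+ fluorescence read 1/s, agonist mode.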
USP1-UAF1 inh: USP1/UAF1 (human) deubiquitinase inhibition; O94782; actives 0.23% (n = 390,000); Potency, µM (doses to about 57.1 µM), for inactives: at the highest dose activity change, negative = inhibition, actives largely listed as inhibitors; AID 743255; recombinant USP1/UAF1, Ub-Rhodamine cleavage fluorescence; further: potency means the concentration at half of the fitted maximal effect; on the % scale 0 is the no-effect control and ±100 the full control effect; nearly all actives have a fitted effect of over 60% in size; inactives centre near -12
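USP1/UAF1 complex (1 nM) preincubated 15 min at room temperature with compound, then Ub-Rho substrate (150 nM final) added. Kinetic fluorescence at 480/540 nm over 6 reads at 60 s intervals; 50 mM HEPES pH 7.8, 0.5 mM EDTA, 0.1 mg/ml BSA, 1 mM TCEP, 0.01% Tween-20.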
Pin1 inh: inhibitors of human Pin1; Q13526; Pin1 FP peptide displacement, HiFluor488, 10 min; Potency, µM (series often up to 115 µM), inactives show at the top dose activity, negative = inhibition, usual class: inhibitors; actives 0.009% (n = 390,000); active means well fitted inhibition curve with a large enough effect in the polarisation, with a control signal flat, not every such curve was filed as active; inconclusive means small, poorly fitted or top-dose-only effect, or effect the other way, or a change in a side signal; inactive means no such curve, though single readings can be large or run the other way; the % refers to the polarisation; further: potency means the concentration at half of the fitted maximal effect; on the % scale 0 is the no-effect control and ±100 the full control effect
Target sequence (Q13526 whole entry, looked up): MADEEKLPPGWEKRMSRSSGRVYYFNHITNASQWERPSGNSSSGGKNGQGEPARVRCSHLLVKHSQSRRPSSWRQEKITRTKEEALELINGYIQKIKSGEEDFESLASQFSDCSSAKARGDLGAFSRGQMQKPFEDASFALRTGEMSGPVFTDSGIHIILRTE
TrxR1 substrate: substrates of rat thioredoxin reductase 1; Potency, µM (top dose mostly 114 µM), for inactives: at the highest dose activity change, negative = substrate turnover; actives 0.01% (n = 390,000); purified TrxR1 substrate turnover, NADPH consumption readout; O89049; further: potency means the concentration at half of the fitted maximal effect; on the % scale 0 is the no-effect control and ±100 the full control effect; nearly all actives have a fitted effect of over 50% in size
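Rat TrxR1, dispensed at 90 nM, was prereduced with 400 uM NADPH (final) for 5 min at ~22 deg C, then incubated with compound 15 min before 400 uM selenite. A first-read NADPH fluorescence drop versus no-compound background flagged substrates.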
D2 antag: antagonists of human D2 dopamine receptor; P14416; HEK293 TREx D2 cells, calcium flux, dopamine EC80; inhibition, % at 10 µM; actives 2% (n = 340,000); in the data active means inhibition above about 30%; further: 0% is about no effect
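HEK293 T-REx D2 cells, tet-induced, calcium dye no-wash. Cpd pintool add, 180 s kinetic, then EC80 DA, 180 s kinetic. Ca flux read.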
IDH1 R132H inh: human IDH1 R132H inhibition; O75874; IDH1-R132H enzyme, NADPH consumption, diaphorase/resazurin fluorescence; Potency, µM (doses to about 76.6 µM), for the others: at the highest dose activity change, negative = inhibition, actives largely listed as inhibitors; actives 0.093% (n = 390,000); further: potency means the concentration at half of the fitted maximal effect; on the % scale 0 is the no-effect control and ±100 the full control effect; nearly all actives have a fitted effect of over 65% in size
Target sequence (O75874 whole entry R132H, stated change not applied): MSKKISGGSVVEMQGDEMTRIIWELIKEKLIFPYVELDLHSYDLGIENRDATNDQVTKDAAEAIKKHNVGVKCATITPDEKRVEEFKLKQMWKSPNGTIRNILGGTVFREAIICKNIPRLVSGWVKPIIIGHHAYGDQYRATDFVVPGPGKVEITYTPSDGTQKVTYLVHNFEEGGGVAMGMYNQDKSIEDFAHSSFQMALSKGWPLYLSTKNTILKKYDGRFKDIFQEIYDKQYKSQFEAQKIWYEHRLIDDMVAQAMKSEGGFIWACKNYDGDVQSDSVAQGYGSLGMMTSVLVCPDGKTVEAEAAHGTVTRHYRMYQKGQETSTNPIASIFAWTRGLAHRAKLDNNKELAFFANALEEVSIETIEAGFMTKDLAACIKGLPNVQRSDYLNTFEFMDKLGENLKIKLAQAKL
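IDH1-R132H (0.5 ug/mL dispensed) in pH 7.5 Tris buffer was preincubated 30 min with compound, then given a substrate mix of 0.016 mM NADPH and 2 mM alpha-KG for 80 min at room temperature; remaining NADPH was read by diaphorase/resazurin fluorescence.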
D2 ag: agonists of human D2 dopamine receptor | actives 0.53% (n = 340,000) | HEK293 T-REx D2 cells, calcium flux agonist mode | activation, % at 2 µM;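 active means activation over 3 SD above normal in the single-dose calcium agonist read, cut at about 30% in these data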; further: 0% is about no effect
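In this primary screen, compounds producing a positive calcium signal within 180 s of addition to tetracycline-induced, force-coupled HEK293 Trex D2 cells are flagged; cells are dye-loaded with a no-wash calcium kit beforehand.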
TRHR PAM: allosterically enhances the human TRH receptor; P34981; TRHR cells, fluo-8 calcium fluorescence, EC20 TRH enhancement; enhancement, % at 2 µM; actives 0.66% (n = 360,000); in the data active means enhancement above about 30%; further: 0% is about no effect
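Enhancer read-out: after compound pinning and an initial kinetic agonist-mode read, an EC20 of TRH (10 nM final) was injected and fluo-8 calcium signal (Ex 480/Em 530) followed at 1 s/cycle for 100 cycles in TRHR-expressing cells.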
Active calls of the source: *; ? = inconclusive; / = no result given; & = joins results of further samples; [ ] = dose if it differs, or a comment. Unless noted, the call rests on the fitted dose curve; in most records, active means well fitted inhibition curve with a large enough effect; inconclusive means small, poorly fitted or top-dose-only effect; inactive means no such curve, though single readings can be large or run the other way. A portion of the library; rates above refer to the full screens.

SMILES | TrxR1 inh | TRHR agonist | USP1-UAF1 inh | Pin1 inh | TrxR1 substrate | D2 antag | IDH1 R132H inh | D2 ag | TRHR PAM
CC(=O)c1c(C)[nH]c(C(=O)OCC(=O)NCCC(C)C)c1C | 11%[57.1 µM] | 0.4 | 1% | -1% | 10%[57.1 µM] | 8 | 3% | 1.7 | -17
COc1ccc(C(=O)Nc2nnc(CCS(=O)(=O)c3ccc(C)cc3)s2)cc1 | 5% | 0.2 | -19% | 0% | 1% | -11 | 3% | -1.0 | -2
Cc1cc(C)n2c(SCC(=O)Nc3ccc(F)cc3)nnc2n1 | 23% | -0.4 | -21% | 1% | 11% | -11 | 1% | 0.6 | 1
CS(=O)(=O)N(Cc1ccc(Cl)cc1)c1ccc(C(=O)N/N=C/c2cc3ccccc3nc2Cl)cc1 | 7%[57.1 µM] | 0.6 | -14% | 15% | 6%[57.1 µM] | -8 | 0% | 1.0 | -5
COc1ccc(C(=O)Nc2c(C(=O)c3ccc(F)cc3)oc3ccccc23)cc1 | 9% | 0.1 | -29% | -10% | 4% | / | 6% | 0.0 | 3
C[C@H](CO)N1C[C@H](C)[C@@H](CN(C)C(=O)Nc2ccc(C(F)(F)F)cc2)Oc2ccc(NC(=O)Cc3ccccc3)cc2C1=O | -11% | / | -25% | -4% | -4% | / | 14% | / | /
COc1ccc(NC(=O)CN2C(=O)c3ccccc3Sc3ccc(C(=O)N4CCOCC4)cc32)c(OC)c1 | 9% | -0.5&-0.3 | -20%&-7% | 1%&0% | 3% | -17 | 3%&33% | 0.1 | -1&-2
O=C(NCCc1cccs1)c1ccc(Cn2c(SCc3ccc(F)cc3)nc3cccnc32)cc1 | 40%[activator] | 0.4 | -26% | 46%[activator] | 19% | / | -15% | 0.5 | -1
O=[N+]([O-])c1cccc(-n2nnnc2CNCc2ccccc2)c1 | -25% | 0.1 | -4% | -1% | -16% | -1 | 4% | 0.1 | 2
Cn1c(=O)c2c(SCC(=O)Nc3ccccc3C(F)(F)F)nc(C3CCCC3)nc2n(C)c1=O | 26%[57.1 µM] | 0.1 | -15% | -2% | 9%[57.1 µM] | / | 0% | 0.1 | 0
COc1ccc(OC)c(CNC(=O)Cc2c(C(=O)O)[nH]c3ccccc23)c1 | 2% | 1.3 | -23% | -6% | 3% | -21 | 2% | -0.2 | 1
CC(NCCOc1ccccc1F)C(=O)Nc1ccc(S(N)(=O)=O)cc1 (centres undefined) | 9% | 0.7 | -4% | 5% | 2% | 4 | 5% | 11 | -5
O=C(Nc1cccnc1)c1cc(-c2ccc(Cl)cc2)on1 | 28%&5% | 1.6&-0.1 | -7%&-14% | -5%&-2% | 8%&-9% | -4 | 0%&14% | 0.3&0.6 | -6&3
NNC(=O)c1ccc(CSc2cccc3cccnc23)cc1 | 29%[57.1 µM] | 0.1 | -22% | -2% | 17%[57.1 µM] | -17 | 1% | -1.3 | 0
COc1ccc(Cc2n[nH]c(=O)c3ccccc23)cc1OC | 11% | -1.1 | 3% | 2% | 3% | -2 | -1% | 0.4 | 12

Complete entries from above. Screens in order: TrxR1 inh | TRHR agonist | USP1-UAF1 inh | Pin1 inh | TrxR1 substrate | D2 antag | IDH1 R132H inh | D2 ag | TRHR PAM
COc1ccc(Cc2n[nH]c(=O)c3ccccc23)cc1OC is entered as 11% | -1.1 | 3% | 2% | 3% | -2 | -1% | 0.4 | 12
COc1ccc(OC)c(CNC(=O)Cc2c(C(=O)O)[nH]c3ccccc23)c1 is entered as 2% | 1.3 | -23% | -6% | 3% | -21 | 2% | -0.2 | 1
Cc1cc(C)n2c(SCC(=O)Nc3ccc(F)cc3)nnc2n1 is entered as 23% | -0.4 | -21% | 1% | 11% | -11 | 1% | 0.6 | 1

More entries:
SMILES | TrxR1 inh | TRHR agonist | USP1-UAF1 inh | Pin1 inh | TrxR1 substrate | D2 antag | IDH1 R132H inh | D2 ag | TRHR PAM
CC(C)c1ccc2[nH]c3c(c2c1)[C@@H]1CCN2C(=O)CCC[C@H](C3)[C@H]12 | -9% | 0.4 | -23% | -11% | -5% | / | 4% | / | -3
CCOCCCn1c(=N)c(C(=O)NCCN2CCOCC2)cc2c(=O)n3cccc(C)c3nc21 | ? | 0.2 | -8% | -9% | 561%[activator] | 10 | 3% | 0.1 | -2
Cc1ccc(-c2nc(SCC(=O)NCc3ccco3)c3c(=O)n(C)c(=O)n(C)c3n2)cc1 | 22%[57.1 µM] | 0.3 | -12% | -3% | 0%[57.1 µM] | / | -9% | 0.1 | -2
Cc1c(-c2ccccn2)c(=O)[nH]n1-c1ccc(F)cc1 | 1% | 0.0 | -21% | 1% | -5% | -12 | 1% | 0.8 | -4
CC1CCN(CC(=O)Nc2ccc(C(=O)N3CCCCC3)cc2)CC1 | 36% | 0.5 | -13% | -4% | 9%[57.1 µM] | -10 | 0% | -0.2 | 3
CCS(=O)(=O)Nc1ccc(C2=NN(C(C)=O)C(c3cccs3)C2)cc1 (centres undefined) | 4%[57.1 µM] | -0.2 | -3% | 2% | 111%[activator][57.1 µM] | -21 | -8% | 0.3 | -3
C[C@H](NC(=O)c1cccc([N+](=O)[O-])c1)C(=O)OCC(=O)c1ccccc1Br | 13% | / | 1% | -3% | -6% | / | -9% | / | /
Brc1cnc2nc[nH]c2c1 | 15% | -0.4 | -22% | 3% | 1% | / | -3% | / | -3
COc1ccc(NC(=O)CN(C)C(=O)c2cn(-c3ccccc3)nc2-c2ccc(Cl)cc2)cc1 | 11% | -0.2 | -13% | 19% | -6% | / | 7% | / | -2
CN(C)CCCNS(=O)(=O)c1ccc(N2CCN(Cc3ccc4c(c3)OCO4)CC2)c([N+](=O)[O-])c1 | 14% | 2.3 | -11% | -19% | 1% | 7 | -2% | 2.6 | -6
O=C(COc1ccccc1)N1CCN(C(=O)c2ccco2)CC1 | -9% | -1.0 | -25% | 2% | -2% | -8 | -1% | 0.3 | 2
CCN(C(=O)CCNC(=O)Cn1cnc2ccccc2c1=O)c1ccccc1F | 15% | 0.7 | -16% | 2% | 3% | -18 | -3% | 1.3 | 0
CC1=C(C(N)=O)C(c2ccccc2[N+](=O)[O-])n2ncnc2N1 (centres undefined) | 1% | 1.6 | -3% | -2% | -6% | -15 | 7% | 1.3 | -6
Cc1cc(-c2ccc(N3CCOCC3)cc2)nc2ccccc12 | 102%[activator] | 1.8 | -22% | -4% | 137%[activator] | -8 | 12% | -0.7 | 2
CC(Oc1ccc(C#N)cc1)C(=O)NC1CCCC1 (centres undefined) | 35% | 0.1 | -20% | 0% | 5% | -8 | 4% | -0.3 | -4
CN(C(=O)c1cc2nc(-c3ccc4c(c3)OCO4)cc(C(F)(F)F)n2n1)c1ccc(OC(F)(F)F)cc1 | 20% | 0.8 | -18% | 1% | 13%[11.4 µM] | / | -9% | 1.3 | -2
CCOC(=O)c1c(C)n(OCc2ccccc2)c2ccc3c(no[n+]3[O-])c12 | -7% | 0.0 | -12% | -16% | 5% | 12 | 8% | 0.4 | -2
COc1ccc(C(=O)c2nccc3cc(OC)c(OC)cc23)cc1OC | 13% | 0.1 | 14µM* | -1% | -8% | -16 | 14% | 0.0 | 2
O=C(N/N=C/c1coc2ccccc2c1=O)c1cc(Br)c(O)c(Br)c1 | -14% | 0.8 | -27% | -6% | -1% | / | 6% | / | 6
Cn1c(CN2CCCCC2)c(C#N)c2ccccc21 | -11% | -0.6 | 0% | -8% | 7% | 46* | 1% | -0.8 | -2
Cc1ccc(S(=O)(=O)N[C@@H](Cc2ccccc2)C(=O)CCl)cc1 | ? | 0.6 | ? | -64% | 11%[57.1 µM] | / | -13% | / | -5
O=C(CCCN1C(=O)CCC1=O)Nc1ccccc1F | 26% | -0.3 | -12% | 3% | 4% | -13 | -6% | -1.8 | -4
COc1ccc(C(=O)/C=C/Nc2ccc(NC(C)=O)cc2)cc1OC | -5% | -0.3 | -14% | 14% | -2% | 5 | 0% | 0.2 | -2
O=C1CS/C(=N/N=C2C3CC4CC(C3)CC2C4)N1 | -4% | -0.2 | -11% | ? | -10% | / | 0% | / | 0
N#CCOc1ccccc1P(=O)(c1ccccc1)c1ccccc1 | 17% | -0.8 | 6% | -8% | 2% | -4 | 4% | 0.0 | 4
CCOC(=O)c1cc(-c2ccco2)nn1-c1ccc(C)cc1 | -66% | -0.1 | -17% | 12% | -7% | 7 | 7% | -0.4 | -10
COC(=O)CN1C(c2cccc(Cl)c2)=Nc2ccc(Cl)cc2C1c1ccccc1 (centres undefined) | -10% | 0.8 | -18% | -5% | -12% | 21 | 7% | -1.6 | -7
CC1CCN(c2ccc(S(=O)(=O)N3CCC(C)CC3)cc2N)CC1 | 19% | 0.2 | -26% | -1% | 3% | -1 | 7% | 0.6 | -3
Cc1nc([N+](=O)[O-])cn1CC(O)c1ccc(-c2ccccc2)cc1 (centres undefined) | 28% | 0.0 | -18% | -4% | 6% | 15 | 5% | 0.6 | -4
CCc1nnc(NC(=O)CSc2nnc(Cc3ccc(OC)cc3)o2)s1 | 24% | 0.3 | -5% | -8% | -1% | 12 | 0% | -0.9 | -4
O=C1COc2ccc(C(=O)COC(=O)c3c(F)cccc3Cl)cc2N1 | 20% | -0.7 | -29% | 0% | 3% | 8 | 1% | 0.1 | 8
O=C(O)CCNS(=O)(=O)c1ccc(Oc2ccccc2Cl)cc1 | 15% | -0.1 | -1% | -9% | 1% | -10 | -4% | 0.9 | -1
O=C(C=Cc1ccco1)c1ccc([N+](=O)[O-])cc1 | -25% | / | -13% | -5% | -5% | / | -2% | / | /
CCCCC1=NN(C(=O)c2ccco2)C(O)(C(F)(F)F)C1 (centres undefined) | 2% | -0.6 | -22% | 2% | 5% | 3 | 2% | -0.1 | 36*
CC(C)(C)C(=O)NCCCc1nc2ccccc2n1CCCOc1ccc(Cl)cc1 | -10% | -0.9 | 1% | 2% | -9% | 16 | 10% | 0.3 | -9
